procasp7 counter = activates human procaspase-7, counter-screen for procaspase-3 activators; recombinant procaspase-7, Ac-DEVD-pNA absorbance 405 nm; D23A/D198A/D206A triple mutant, cannot self-cleave; scale: DMSO 0, 5 µM enzyme 100; P55210; 330,000 compounds, 0.093% hits; activation, % at 8.5 µM;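 active = percent activation above the screen-wide mean plus 3 SD, cut at about 25% in these data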
Target sequence (P55210 whole entry D23A/D198A/D206A): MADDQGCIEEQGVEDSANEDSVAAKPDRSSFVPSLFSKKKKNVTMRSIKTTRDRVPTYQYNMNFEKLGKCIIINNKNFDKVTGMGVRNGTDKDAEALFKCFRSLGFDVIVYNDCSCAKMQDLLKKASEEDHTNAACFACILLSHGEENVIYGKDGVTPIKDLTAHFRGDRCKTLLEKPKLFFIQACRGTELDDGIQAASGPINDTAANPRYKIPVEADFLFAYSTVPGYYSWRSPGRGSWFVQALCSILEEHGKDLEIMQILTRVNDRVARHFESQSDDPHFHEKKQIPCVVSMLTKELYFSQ
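System: Procaspase-7 triple mutant (PC-7 D3A); measure: % activation from two-timepoint absorbance difference, scaled to controls; times: 1 h compound preincubation, 2 h substrate cleavage, 25 °C; also added: Ac-DEVD-pNA substrate, 400 µM as added; measured by: Epi-absorbance of released pNA at 405 nm, two timepoints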
AHR activator = human AHR activation | P35869 | AHR-responsive luciferase reporter cells, luminescence | activation, % at 5 µM | 320,000 compounds, 2.5% hits | AID 2796; in the data active = activation above about 47%;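 also: 0% = vehicle wells and 100% = reference agonist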
HCV core dimer = HCV core protein dimerization inhibition; TR-FRET GST/Flag-core106 dimerization, 1536-well; inhibition, % at 5 µM; 300,000 compounds, 0.33% hits;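 active = inhibition above the mean of all tested compounds plus 3 SD, set per screening campaign, cut at about 45% in these data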
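System – GST-tagged and Flag-tagged HCV core protein residues 1-106 · Repeats – one well for each compound · Technique – TR-FRET 671 and 617 nm emission · Doses – one concentration, 5 µM, in 0.5% DMSO · Times – 4 h, 22.5 °C incubation · Also added – Eu donor and XL665 acceptor anti-tag antibodies · Measure – percent inhibition of core106 dimerization signal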
PP1 counter = PP1-alpha (human) inhibition in PP5 counter-screen | P62136 | purified PP1alpha, OMFP fluorescence | inhibition, % at 6.7 µM | 320,000 compounds, 0.9% hits | AID 2235;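 active = inhibition above the mean inhibition of all tested compounds plus 3 SD, computed separately for each screening campaign, cut at about 15% in these data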
Target sequence (P62136 whole entry, looked up): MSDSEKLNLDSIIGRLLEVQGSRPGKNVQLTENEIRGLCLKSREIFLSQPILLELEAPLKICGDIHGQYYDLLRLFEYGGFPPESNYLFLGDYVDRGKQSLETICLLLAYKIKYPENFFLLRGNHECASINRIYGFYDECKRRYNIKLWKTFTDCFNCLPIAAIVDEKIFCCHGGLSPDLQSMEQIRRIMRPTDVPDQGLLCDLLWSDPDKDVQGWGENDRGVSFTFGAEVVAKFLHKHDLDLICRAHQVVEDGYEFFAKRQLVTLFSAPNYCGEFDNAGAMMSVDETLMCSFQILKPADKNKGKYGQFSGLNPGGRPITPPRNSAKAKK
PP5 inh = PP5 (human) phosphatase inhibition; inhibition, % at 6.7 µM; purified PP5c, OMFP substrate fluorescence; 320,000 compounds, 0.18% hits;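 active = inhibition above the campaign's mean inhibition across all tested compounds plus 3 SD, cut at about 9.5% in these data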;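 also: 0% = DMSO only and 100% = 100 µM cantharidin control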
TPT1 inh = C. albicans TPT1 enzyme inhibition; recombinant caTPT1, FP RNA substrate dephosphorylation; inhibition, % at 5 µM; 300,000 compounds, 0.81% hits;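 active = inhibition above the mean of all tested compounds plus 3 SD, set per screening campaign, cut at about 24% in these data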;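 also: plate controls were DMSO alone for no effect and ferristatin control at 100 nM for full effect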
proCasp3 act = procaspase-3 (human) activation. P42574. 330,000 compounds, 0.11% hits. recombinant procaspase-3 D3A, Ac-DEVD-pNA absorbance 405 nm. activation, % at 8.5 µM;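 active = activation above the mean of all tested compounds plus 3 SD, cut at about 21% in these data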;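 also: 0% = DMSO alone and 100% = DMSO wells spiked with extra 5 µM PC-3 D3A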
Target sequence (P42574 whole entry D9A/D28A/D175A): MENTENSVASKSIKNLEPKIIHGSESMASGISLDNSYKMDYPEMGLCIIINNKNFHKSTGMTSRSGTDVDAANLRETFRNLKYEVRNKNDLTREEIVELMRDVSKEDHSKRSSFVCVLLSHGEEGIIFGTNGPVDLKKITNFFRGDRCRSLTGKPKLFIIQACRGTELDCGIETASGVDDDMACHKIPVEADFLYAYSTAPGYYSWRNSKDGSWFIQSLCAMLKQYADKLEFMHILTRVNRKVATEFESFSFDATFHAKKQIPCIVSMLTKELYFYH
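Technique: 405 nm absorbance of p-nitroaniline, reads at 0 and 120 min; Test system: Procaspase-3 D3A mutant; Incubation: 1 h enzyme-compound preincubation, then 2 h substrate reaction, 25 °C; Repeats: singlicate, each compound tested once; Benchmarks: low control DMSO wells, high control DMSO plus 5 µM PC-3 D3A.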
Fh CTSL1 inh = cathepsin L1 inhibition, PFM18AAP counter-screen; recombinant F. hepatica cathepsin L1, Z-Leu-Arg-MCA fluorescence; inhibition, % at 5.96 µM; 300,000 compounds, 0.49% hits;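 active = inhibition above the mean of all tested compounds plus 3 SD, set per screening campaign, cut at about 17% in these data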;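 also: 0% = plate median of test compound wells and 100% = 1 µM Z-Phe-Ala-diazomethylketone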
PAFAH2 FP inh = inhibitors of human PAFAH2. Q99487. recombinant PAFAH2, FP-rhodamine activity probe, fluorescence polarization. inhibition, % at 3.39 µM. 340,000 compounds, 0.99% hits;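 active = inhibition above the mean over all tested compounds plus 3 SD, cut at about 30% in these data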;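 also: inhibitors block probe labeling of enzyme so polarization drops; 0% = enzyme with DMSO and 100% = wells lacking PAFAH2 protein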
Numbers without * were called inactive; . = no result given.

SMILES	procasp7 counter	AHR activator	HCV core dimer	PP1 counter	PP5 inh	TPT1 inh	proCasp3 act	Fh CTSL1 inh	PAFAH2 FP inh
CCc1ccc(N2C(=O)CN(Cc3cc(OC)c(OC)c(OC)c3)C2=S)cc1	-3	1	-5	-2	5.2	-5	-5	1	-7
Cc1ccc(S(=O)(=O)/N=C(/c2ccc(F)cc2)N2CCOCC2)cc1	-3	1	15	-4	-1.1	-1	1	-1	2
CC[C@H](C)Cc1cn([C@@H](CCCN=C(NC(=O)OC(C)(C)C)NC(=O)OC(C)(C)C)C(=O)NCCCCCCCCCCC(=O)N2CCN(C(=O)OC(C)(C)C)CC2)nn1	1	-1	2	9	8.9	1	9	10	4
COc1cccc(CNC(=O)C2CCN(S(=O)(=O)c3ccc4c(c3)OCCO4)CC2)c1	5	-2	6	-2	-1.5	-2	13	-2	3
O=C(NNC(=O)c1cccnc1)Nc1cccc2ccccc12	-8	21	-7	3	1.3	-1	1	-2	-15
CN(C)C=NC(=O)c1cc(C(=O)c2ccccc2Cl)c[nH]1	7	0	-4	-2	1.3	-1	10	1	2
COC(=O)c1sc2ncccc2c1OCc1ccccc1Cl	13	-2	3	2	2.4	-1	8	0	-5
CC(C)C(=O)Nc1cccc(NC(=S)NC(=O)c2ccc([N+](=O)[O-])cc2)c1	-2	5	-2	-4	0.1	-1	-3	-1	4
Cc1csc(NC(=O)C2CCN(S(=O)(=O)c3ccc4c(c3)oc(=O)n4C)CC2)n1	-7	-1	-17	-1	2.9	1	-4	-1	-1
N/C(=N\OC(=O)c1ccc(Cl)cc1)c1cccnc1	1	14	-8	0	-0.2	-4	-1	1	3
COc1ccc(CN(C)C(=O)c2cccc(Oc3ccccc3)c2)c(OC)c1OC	-1	0	10	1	3.5	2	2	0	6
COc1ccc(NC(=O)CN(C)CC(=O)Nc2sc3c(c2C(N)=O)CCC3)cc1	1	5	3	-1	-1.1	-1	-3	10	6
CC(=O)c1c(C)[nH]c(C(=O)CSc2nnc(N)s2)c1C	6	43	4	-3	-0.7	-7	12	-2	-5
O=C(CN1N=C(c2ccccc2)CCC1=O)NCc1ccccc1	1	2	-4	-2	1.1	-3	-1	1	-3
Cc1ccc(S(=O)(=O)CC(=O)c2ccc([N+](=O)[O-])cc2)cc1	8	5	4	-4	1.6	-1	-2	4	0
Cc1ccccc1NC(=O)Cn1c(O)c(N=NC(=O)c2ccccc2O)c2ccccc21	-8	15	20	20*	1.7	-5	-6	4	-3
Cc1noc(C)c1CSCC(=O)NCCN1C(=O)S/C(=C\c2ccccc2F)C1=O	-5	3	3	1	-1.6	1	5	-20	1
O=C(CSc1n[nH]c(-c2cc(Cl)ccc2Cl)n1)NCCN1C(=O)CSC1=O	0	0	-5	-1	-0.1	1	1	-4	-9
Cc1ccc(-n2c(Cc3cccn3C)nnc2SCC(N)=O)cc1	-18	2	-4	1	3.8	-5	-4	2	-14
Nc1c(Br)cc2oc(-c3ccccc3)nc2c1Br	5	84*	-1	-1	0.1	0	5	-2	7
Cn1c(Cc2ccc3c(c2)OCO3)nnc1SCC(=O)N1CCc2ccccc2C1	-5	0	-4	-2	-3.1	6	8	1	4
O=C(NNC1CC(=O)N(c2ccc(F)cc2)C1=O)c1cccnc1 (stereo not drawn)	-1	3	2	-4	0.9	-4	-8	-1	-10
Cc1ccccc1C(=O)NC(=S)NCc1cccnc1	9	6	-8	-3	1.4	0	1	-3	-1
CN1C(=O)/C(=C/c2ccc(C(=O)NC3CCCC3)cc2)Oc2ccccc21	-1	-4	1	1	1.4	-5	6	1	-6
O=[N+]([O-])c1ccccc1OCC(O)CN1CCN(CC(O)COc2ccccc2[N+](=O)[O-])CC1 (stereo not drawn)	2	15	1	-3	2.8	-3	-5	1	5

Whole records as entered above:
Cc1noc(C)c1CSCC(=O)NCCN1C(=O)S/C(=C\c2ccccc2F)C1=O reads procasp7 counter: -5; AHR activator: 3; HCV core dimer: 3; PP1 counter: 1; PP5 inh: -1.6; TPT1 inh: 1; proCasp3 act: 5; Fh CTSL1 inh: -20; PAFAH2 FP inh: 1
N/C(=N\OC(=O)c1ccc(Cl)cc1)c1cccnc1 reads procasp7 counter: 1; AHR activator: 14; HCV core dimer: -8; PP1 counter: 0; PP5 inh: -0.2; TPT1 inh: -4; proCasp3 act: -1; Fh CTSL1 inh: 1; PAFAH2 FP inh: 3
O=C(CSc1n[nH]c(-c2cc(Cl)ccc2Cl)n1)NCCN1C(=O)CSC1=O reads procasp7 counter: 0; AHR activator: 0; HCV core dimer: -5; PP1 counter: -1; PP5 inh: -0.1; TPT1 inh: 1; proCasp3 act: 1; Fh CTSL1 inh: -4; PAFAH2 FP inh: -9

More entries
SMILES	procasp7 counter	AHR activator	HCV core dimer	PP1 counter	PP5 inh	TPT1 inh	proCasp3 act	Fh CTSL1 inh	PAFAH2 FP inh
CCc1cccc(CC)c1NC(=O)CN1CCN(S(=O)(=O)c2ccccc2)CC1	-4	3	-1	-3	1.6	-3	0	3	1
COc1cccc(C2c3[nH]c4ccccc4c3CCN2Cc2cccc(C)n2)c1 (stereo not drawn)	0	17	2	-3	1.3	1	0	1	6
CCOc1cc(C(=O)NC(=S)Nc2nc(C)cc(C)n2)cc(OCC)c1OCC	0	6	-1	1	3.8	2	-3	-2	5
COc1ccc(NC(=O)CON=CC(=O)Nc2ccc(C)cc2)c(OC)c1	6	-1	.	.	.	.	4	.	-8
O=C(OCC(=O)N1CCc2ccccc21)c1ccccc1[N+](=O)[O-]	-1	8	.	1	1.5	.	-4	.	26
Cc1ccccc1C(=O)NCC(=O)NNC(=O)CCN1CCN(c2ccccc2)CC1	-1	28	-3	-4	-0.5	-7	2	2	0
O=C(NCC(=O)N1CCCC(C(F)(F)F)C1)c1ccco1 (stereo not drawn)	8	0	.	1	-2.8	.	0	.	7
Cc1ccc2c(CSc3nc4ccccc4c(=O)n3CCCO)cc(=O)oc2c1C	-7	2	7	11	3.6	32*	10	6	3
CC(=O)Nc1ccc(C(=O)NNC(=O)c2cccs2)cc1	3	-5	-5	-3	1.6	-1	6	1	-2
COC(=O)C1CCN(C(=O)c2cc(=O)[nH]c3ccccc23)CC1	0	1	-1	1	1.1	1	-3	-2	-4
CCOC(=O)CC(=O)NC(CC(=O)OC)c1ccc(C(C)C)cc1 (stereo not drawn)	9	4	-3	-9	-1.6	0	6	-5	6
CCOC(=O)c1cnn(-c2ccccc2)c1-c1ccccc1	1	0	1	0	0.2	-3	-2	2	1
CNC(=S)NNC(=O)c1cccc(C(F)(F)F)c1	-10	5	-1	-2	0.8	0	-1	0	-1
Cc1ccc(S(=O)(=O)N2CCN(C(=O)CCC(=O)N3CCc4ccccc43)CC2)cc1	1	3	7	0	1.7	-2	0	1	5
O=C(Cn1c2[n+](c3ccc(C(F)(F)F)cc31)CCCCC2)c1ccc2c(c1)OCCO2	-8	-1	11	-1	-0.9	0	-2	3	-6
O=C(Nc1ccc2c(c1)OCO2)c1noc2c1CCCCC2	2	30	1	-4	0.9	1	-5	-1	-5
CCC1=NN(C(=O)Cc2ccc([N+](=O)[O-])cc2)C(O)(C(F)(F)F)C1 (stereo not drawn)	3	1	-2	-2	0.9	-1	-4	-3	-4
Cc1cc(C)c(C(=O)N(C)C2CCCN(Cc3ccccc3F)C2)o1 (stereo not drawn)	5	-1	-14	0	3.1	-2	-2	1	3
CC(=O)Nc1ccc(S(=O)(=O)N2CCC(N3CCCCC3)CC2)cc1	-1	1	-3	-2	-0.3	0	4	-5	-3
CCC(=O)Nc1cccc(NC(=O)c2ccccc2Cl)c1	-1	1	1	-1	1.7	-4	-1	-1	3
O=C(Nc1nccs1)C1CCCN(S(=O)(=O)c2cccc3cccnc23)C1 (stereo not drawn)	0	24	6	-11	4.8	4	1	-7	0
Cc1ccc(C(=O)O/N=C(\N)c2ccccc2)c(Cl)c1	13	-3	-2	3	0.0	-2	-8	-6	-2
Cc1cc(C)nc(NC(=NCCc2c[nH]c3ccccc23)NC(=O)Nc2ccccc2)n1	1	52*	4	-2	3.5	-1	4	-2	-12
NC(=O)CCCn1c(C(=O)c2ccc(Cl)cc2)c2ccc(C(F)(F)F)cc2[n+]1[O-]	2	61*	7	-1	-0.3	-3	-9	4	4
Cc1ccc(NC(=O)c2ccc(C#CC3(O)CCCCC3)cc2)cc1C	2	7	-10	-3	-0.7	2	2	8	5
SMILES	procasp7 counter	AHR activator	HCV core dimer	PP1 counter	PP5 inh	TPT1 inh	proCasp3 act	Fh CTSL1 inh	PAFAH2 FP inh
Cc1ccccc1NC(=S)NC(=O)C1CCCCC1	-9	2	4	-2	0.0	-5	0	-1	3
O=C(O)C1CC(O)CN1c1nc(Cl)ccc1[N+](=O)[O-] (stereo not drawn)	-8	1	-8	1	0.2	-13	0	7	-3
O=C(NCCOC(=O)c1ccc(C(=O)OCCNC(=O)c2cccnc2)s1)c1cccnc1	9	-1	-3	-2	-2.1	1	7	0	6
CCn1cnc2c1c(=O)n(CC(=O)NCC(F)(F)F)c(=O)n2Cc1ccccc1	11	0	-1	0	0.4	3	0	1	1
Cc1ccc(NC(=O)COC(=O)c2cccnc2Cl)cc1S(=O)(=O)N1CCOCC1	8	2	.	.	.	.	-7	.	44*
COc1ccccc1C(c1nnnn1C1CCCC1)N1CCN2CCCC2C1 (stereo not drawn)	3	0	-2	-7	3.2	1	9	10	2
CCNC(=O)C1Cc2ccccc2CN1S(=O)(=O)c1ccc(F)cc1 (stereo not drawn)	5	1	-5	-1	0.1	-3	4	4	-6
O=C(NNC(=O)c1ccc(S(=O)(=O)N2CCOCC2)cc1)c1ccccc1	-1	2	-4	2	4.9	3	1	-2	-3
CCOc1ccc(NC(=O)COC(=O)CN2CCCCCC2=O)cc1	1	0	.	.	.	.	-10	.	1
CCC(C)(C)c1ccc(OCC(=O)N(C)C)c(C(C)(C)CC)c1	-4	1	0	9	5.1	-5	0	-4	.
O=C(Nc1ccccc1[N+](=O)[O-])C1=C(O)CCn2c1nc1ccccc12	11	7	3	-2	0.0	1	0	-4	14
Cc1ccccc1NC(=S)Nc1cccc([N+](=O)[O-])c1	5	1	2	-7	1.4	-2	-2	-3	2
O=C(NCc1cccs1)Nc1ccc(Cl)cc1	3	12	1	0	3.0	1	9	4	-5
C[C@H]1CN([C@@H](C)CO)C(=O)c2cccc(NC(=O)C3CC3)c2O[C@H]1CN(C)Cc1ccc(-c2ccccc2)cc1	10	2	.	.	.	.	-2	.	-6
CCCCC(C(=O)O)C(C)CC(=O)Nc1ccn(-c2ccccc2)n1 (stereo not drawn)	6	0	2	-4	-1.3	-1	1	3	-3
CC(C)(C)NC(=O)CCSc1nnc(-c2ccco2)o1	2	1	9	9	0.0	-2	-1	-5	8
COCCOc1cc2ncnc(N3CCC(C(=O)O)CC3)c2cc1OCCOC	3	-1	-10	0	0.4	-5	-6	4	9
O=C(NCc1ccncc1)C(=O)NCc1ccco1	-4	-1	5	-1	1.8	2	-6	0	-2

2 compounds drawn at random from the list so far, as already listed:
SMILES	procasp7 counter	AHR activator	HCV core dimer	PP1 counter	PP5 inh	TPT1 inh	proCasp3 act	Fh CTSL1 inh	PAFAH2 FP inh
O=C(NCc1cccs1)Nc1ccc(Cl)cc1	3	12	1	0	3.0	1	9	4	-5
CCC(C)(C)c1ccc(OCC(=O)N(C)C)c(C(C)(C)CC)c1	-4	1	0	9	5.1	-5	0	-4	.
